USP1 inh: USP1/UAF1 (human) deubiquitinase inhibition; recombinant USP1/UAF1, Ub-Rhodamine cleavage fluorescence; actives 0.23% (n = 390,000); Potency, µM (doses to about 57.1 µM), inactives show top-dose activity change, negative = inhibition, hits mostly inhibitors; O94782; further: potency means the concentration at half of the fitted maximal effect; on the % scale 0 is the no-effect control and ±100 the full control effect; nearly all actives have a fitted effect of over 60% in size; inactives centre near -12
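In this screen, compounds sit with the deubiquitinase complex (1nM) for 15 min at room temperature before Ub-Rho is added at 150nM final. Fluorescence rise is then followed for 6 reads every 60 seconds.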
mIDH1 inhibitor: inhibitors of human mutant IDH1 R132H; O75874; IDH1-R132H enzyme, NADPH consumption, diaphorase/resazurin fluorescence; Potency, µM (top dose mostly 76.6 µM), inactives show top-dose activity change, negative = inhibition, actives largely listed as inhibitors; actives 0.093% (n = 390,000); AID 602179; further: potency means the concentration at half of the fitted maximal effect; on the % scale 0 is the no-effect control and ±100 the full control effect; nearly all actives have a fitted effect of over 65% in size
Target sequence (O75874 whole entry R132H, stated change not applied): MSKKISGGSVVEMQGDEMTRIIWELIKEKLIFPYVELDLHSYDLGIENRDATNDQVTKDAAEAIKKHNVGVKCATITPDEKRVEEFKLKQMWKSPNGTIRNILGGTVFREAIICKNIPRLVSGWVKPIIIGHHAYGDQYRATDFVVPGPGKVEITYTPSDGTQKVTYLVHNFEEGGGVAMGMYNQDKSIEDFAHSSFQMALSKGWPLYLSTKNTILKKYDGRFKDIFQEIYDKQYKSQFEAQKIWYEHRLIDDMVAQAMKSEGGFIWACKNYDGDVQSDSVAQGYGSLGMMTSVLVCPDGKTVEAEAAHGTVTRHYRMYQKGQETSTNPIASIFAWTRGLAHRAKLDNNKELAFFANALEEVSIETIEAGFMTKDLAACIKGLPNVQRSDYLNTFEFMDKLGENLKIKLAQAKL
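IDH1-R132H (0.5 ug/mL) preincubated 30 min with compound, then NADPH (0.016 mM) and alpha-KG (2 mM) added; 80 min at RT, pH 7.5. Remaining NADPH coupled via diaphorase/resazurin to fluorescence (540/590 nm); concentration-response curves normalized to no-enzyme control.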
LDHA inh: inhibitors of human lactate dehydrogenase A | P00338 | purified LDHA, NADH/diaphorase-resazurin fluorescence; stronger effect = lower value | activity change, % (values are at about 110 or 230 µM) | actives 0.15% (n = 480,000); in the data active means activity change below about -30%; inconclusive means mostly about -25% to -30%;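 further: plate controls were DMSO wells for no effect and wells without enzyme for full effect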
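Human LDH5 (2 nM) was incubated with 0.06 mM NADH and 0.2 mM pyruvate for 5 min at room temperature in Tris pH 7.4. Remaining NADH was coupled through diaphorase/resazurin, and resorufin fluorescence was read at 0 and 20 min.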
GRP78 ERSR act: induces the endoplasmic reticulum stress response in human glioma cells. U87-MG GRP78 promoter luciferase reporter, 16 h. Potency, µM, for the others: at the highest dose activation, hits mostly activators. actives 0.02% (n = 420,000); further: potency means the concentration at half of the fitted maximal effect; series mostly up to about 76 µM; % of control where 0% means no effect; nearly all actives have a fitted effect of over 35% in size
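Stably transfected U87-MG human glioma cells carrying a GRP78-based luminescent sensor were seeded at 1000 cells/well, pin-dosed with compounds and incubated 16 h. Luciferase reagent was then added, and end-point luminescence was read after 10 min at room temperature.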
Vif-A3G inh: Vif-A3G binding inhibition; AID 602310; Potency, µM (doses to about 46.1 µM), inactives show top-dose activity, negative = active, most hits filed as inhibitors; actives 0.076% (n = 410,000); Q9HC16; HeLa A3G-eYFP + Vif (tagged APOBEC3G with the HIV-1 protein that degrades it), YFP fluorescence, overnight;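 further: potency means the concentration at half of the fitted maximal effect; on the % scale 0 is the no-effect control and ±100 the full control effect; nearly all actives have a fitted effect of over 60% in size; hits raise eYFP signal because A3G escapes Vif-driven loss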
Target sequence (Q9HC16 whole entry, looked up): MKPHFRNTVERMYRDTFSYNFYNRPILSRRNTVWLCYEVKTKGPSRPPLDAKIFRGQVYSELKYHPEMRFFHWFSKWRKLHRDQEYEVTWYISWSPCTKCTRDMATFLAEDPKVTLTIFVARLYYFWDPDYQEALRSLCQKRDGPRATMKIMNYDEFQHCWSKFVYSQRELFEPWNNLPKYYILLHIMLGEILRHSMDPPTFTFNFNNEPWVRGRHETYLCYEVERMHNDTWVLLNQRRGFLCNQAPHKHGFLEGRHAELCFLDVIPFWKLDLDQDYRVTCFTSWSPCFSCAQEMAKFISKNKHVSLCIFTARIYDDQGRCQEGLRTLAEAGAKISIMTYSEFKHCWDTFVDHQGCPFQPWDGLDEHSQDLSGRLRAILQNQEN
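HeLa cells stably expressing Vif and C-terminally eYFP-tagged A3G, seeded overnight at 37 deg C, then exposed to compound by pintool overnight at 37 deg C. Rise in yellow fluorescence (Ex 488/Em 500-530, Acumen) marks blocked Vif-driven A3G degradation.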
TrxR1 substrate: is turned over as a substrate by rat TrxR1 | AID 588456 | purified TrxR1 substrate turnover, NADPH consumption readout | O89049 | actives 0.01% (n = 390,000) | Potency, µM (top dose mostly 114 µM), inactives show at the top dose activity change, negative = substrate turnover; further: potency means the concentration at half of the fitted maximal effect; on the % scale 0 is the no-effect control and ±100 the full control effect; nearly all actives have a fitted effect of over 50% in size
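Rat TrxR1, dispensed at 90 nM, was prereduced with 400 uM NADPH (final) for 5 min at ~22 deg C, then incubated with compound 15 min before 400 uM selenite. A first-read NADPH fluorescence drop versus no-compound background flagged substrates.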
Vif-APOBEC3F blk: inhibitors of Vif-A3F interaction; HeLa A3F-eYFP + Vif (tagged APOBEC3F with the HIV-1 protein that degrades it), YFP fluorescence increase; Potency, µM (doses to about 46.1 µM), inactives show at the highest dose activity, negative = active; actives 0.2% (n = 390,000); further: potency means the concentration at half of the fitted maximal effect; % of control where 0% means no effect; nearly all actives have a fitted effect of over 65% in size
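Fluorescence increase (Ex 488/Em 500-530) after overnight compound treatment at 37 deg C flags inhibition of Vif-driven A3F-eYFP loss in stable HeLa A3F-eYFP/Vif cells seeded overnight beforehand.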
rTrxR1 inhibitor: blocks rat thioredoxin reductase 1. O89049. actives 1% (n = 390,000). Potency, µM (highest dose often 114 µM), for inactives: at the top dose activity change, negative = inhibition, hits mostly inhibitors. recombinant rTrxR1, NADPH fluorescence consumption, selenite substrate. AID 588453; further: potency means the concentration at half of the fitted maximal effect; on the % scale 0 is the no-effect control and ±100 the full control effect; nearly all actives have a fitted effect of over 65% in size
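Rat TrxR1 (90 nM in the dispensed reagent) was pre-reduced with 400 uM NADPH for 5 min at room temperature, then incubated with compound for 15 min. After 400 uM selenite was added, NADPH fluorescence (Ex 340/Em 450 nm) was followed for 8 min.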
RGS4 inh: inhibitors of human regulator of G protein signaling 4 | P49798 | AID 504845 | Potency, µM (doses to about 114 µM), for inactives: top-dose activity change, negative = inhibition, usual class: inhibitors | actives 0.039% (n = 390,000) | Transcreener GDP fluorescence polarization, RGS4-accelerated GTP hydrolysis; further: potency means the concentration at half of the fitted maximal effect; on the % scale 0 is the no-effect control and ±100 the full control effect; nearly all actives have a fitted effect of over 75% in size; some results filed as inactive show a strong effect at the top dose
Target sequence (P49798 whole entry, looked up): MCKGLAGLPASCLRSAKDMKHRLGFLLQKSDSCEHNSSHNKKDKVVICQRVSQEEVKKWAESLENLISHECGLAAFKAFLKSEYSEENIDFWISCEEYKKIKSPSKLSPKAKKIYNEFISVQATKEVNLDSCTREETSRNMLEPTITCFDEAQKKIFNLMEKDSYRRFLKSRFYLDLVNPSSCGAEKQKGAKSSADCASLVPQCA
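MLSMR compounds (23 nl, pin-transferred) preincubated 10 min at room temperature with a 500nM (2x) first reagent, then RGS4 at 900nM (2x) plus Transcreener GDP mix added; fluorescence polarization (620/688 nm) read before and after 90 min at 30 °C.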
Starred values were filed as active, the others as inactive; u = inconclusive; x = not tested or not shown; & = joins results of further samples; [ ] = dose if it differs, or a comment. Unless noted, the call rests on the fitted dose curve; in most records, active means well fitted curve in the direction sought with a large enough effect; inconclusive means small, poorly fitted or top-dose-only effect, or another doubt; inactive means no such curve, though single readings can be large; an effect the other way counts as inactive or inconclusive. An excerpt; rates above refer to the full screens.

SMILES	USP1 inh	mIDH1 inhibitor	LDHA inh	GRP78 ERSR act	Vif-A3G inh	TrxR1 substrate	Vif-APOBEC3F blk	rTrxR1 inhibitor	RGS4 inh
CCCc1ccc(OC(C)c2nc(-c3ccc(-n4cccc4)cc3)no2)cc1 (stereo not drawn)	-7%	x	1	x	x	-5%	x	6%	10%
O=C(CN(C(=O)CCC(=O)Nc1nccs1)C1CCCC1)NCc1ccc2c(c1)OCO2	-21%	-1%	-1	-3%	0%	5%	-10%	10%[57.1 µM]	-9%
CC(=O)Nc1ccc(NC(=O)CSc2nnc(-c3ccc4c(c3)OCO4)o2)cc1	-16%	1%	1	-1%	1%	5%	1%	10%	-33%
CCOCCN1CCN(c2c3c(nc4cc(-c5ccc(F)cc5)nn24)CCC3)CC1	u	-6%	-3	4%	-2%	8%	4%	17%	9%
COc1ccc(N2CCN(C(=O)c3ccc4c(c3)N(Cc3ccc(F)cc3)C(=O)c3ccccc3S4=O)CC2)cc1 (stereo not drawn)	-26%	12%	0	-1%	-1%	-2%	-7%	16%	-29%
Cc1ccc(OCC(=O)OCC(=O)NC2CCCC2)cc1C	-26%	25%	-4	-5%	1%	0%	-4%	7%	10%
Cc1cc(C)n(C(=O)Cn2nc([N+](=O)[O-])c(Br)c2C)n1	-15%	-1%	-1	-4%	1%	-5%	-3%	-11%	-17%
CC1=C(c2ccc(C)c(C)c2)S(=O)(=O)N=C1N1CCC(C(=O)NCCc2ccc(Cl)cc2)CC1	u	-6%	-4	-6%	3%	1%	6%	4%	2%
CCN1CCN(C(C)CCc2ccccc2)CC1 (stereo not drawn)	-8%	7%	0	-9%	0%	-10%	-4%	12%[57.1 µM]	-24%
O=C1CC(c2cccc(Cl)c2Cl)c2cc3c(cc2N1)OCCO3 (stereo not drawn)	-23%	15%	-4	-2%	u	1%	-24%	11%	-2%
CCn1cc(/C=C2\SC(=O)N(CC(=O)Nc3ccc4c(c3)OCO4)C2=O)c2ccccc21	-19%	9%	-8	2%	6%	-4%	u	11%	-30%
c1ccc(C2=NNC(c3ccco3)=Nc3ccccc32)cc1	-7%	4%	-6	-1%	-7%	0%	0%	17%	27%
O=c1cc(-c2cccc(Cl)c2)oc2cccc(O)c12	-8%	1%[38.3 µM]	-16	-1%&2%	1%&0%	-6%&2%	4%	-3%&21%	5%&18%
c1ccc2c(c1)OCC(c1nn3c(Cn4nnc5ccccc54)nnc3s1)O2 (stereo not drawn)	3%	0%	-4	0%	1%	3%[57.1 µM]	-12%	-3%[57.1 µM]	u
CC(C)(C)c1nc(N)nc(=O)[nH]1	-18%	13%	-1	-1%	0%	1%	0%	21%	1%
O=C(O)CC(NC(=O)CC(c1ccccc1)c1ccccc1)c1cccc([N+](=O)[O-])c1 (stereo not drawn)	-21%	-3%	-2	-6%	1%	-4%	-1%	5%	-1%
O=C(c1cccnc1)N(Cc1ccccc1)C1(C(=O)Nc2ccccc2)CCCCC1	-13%	8%	-6	-2%	1%	-13%	-7%	-9%	17%
COc1cc(N)ccc1-c1cc2ccccc2oc1=O	-6%	7%	-3	3%	-11%	-7%	-5%	-10%	-3%
CCc1cccc(NCc2ccccc2-c2nnc(-c3ccccc3Cl)o2)c1	-24%	-4%	-8	12%	-1%	-3%	4%	-2%	13%
CCC(C)C(=O)Nc1nc2c(s1)C(=O)CC(C)(C)C2 (stereo not drawn)	-28%	9%	-3	-3%	1%	4%	-5%	9%	9%
O=C(OCc1nnc(-c2ccc(Cl)cc2)o1)c1ccncc1	-15%	8%	0	-3%	-4%	21%[57.1 µM]	-10%	22%[57.1 µM]	-39%
Cc1cc(NN)nc(NS(=O)(=O)c2ccccc2Cl)n1	-24%	5%	-7	-1%	-1%	6%	-5%	27%	-2%
O=C(c1ccc([N+](=O)[O-])s1)N1CCN(c2cccc(Cl)c2)CC1	-16%	-1%	-6	-2%	-18%	-9%	5%	u	-5%
COc1cc(CC(=O)NCc2ccc3c(c2)OCO3)cc(OC)c1OC	-15%	2%	-7	-1%	-3%	4%	x	7%	-38%
O=C(Nc1ccccc1N1CCN(c2ccccc2)CC1)c1ccccc1	-20%	-1%	-2	-6%	1%	8%[57.1 µM]	-9%	35%[activator][57.1 µM]	10%
O=C1CSC(c2ccc3c(c2)OCO3)N1c1ccc(Oc2ccccc2)cc1 (stereo not drawn)	-12%	-1%	0	2%	-3%	5%	-10%	13%	-13%
Cn1c(SCC#N)nnc1-c1cnccn1	-4%	1%	-6	-5%	-2%	2%	0%	-6%	14%
Cc1c(CN(C)C(=O)/C=C/c2ccc([N+](=O)[O-])cc2)cnn1C	-10%	4%	-1	-1%	0%	-10%	2%	-2%	0%
O=C(NCc1ccncc1)Nc1ccc2c(c1)OCO2	0%	19%	-15	0%	0%	5%[57.1 µM]	-3%	15%[57.1 µM]	12%
COc1ccc(CNC(=O)c2ccc(-c3ccccc3)cc2)cc1	0%	16%	-2	3%	4%	-8%	-3%	-5%	-10%
COc1ccc2nc3oc(C(=O)N4CCN(c5ccccc5F)CC4)cc3cc2c1	-15%	-2%	-3	-2%	1%	4%	0%	-1%	-21%
COc1ccc(NC(=O)CSc2nc3ccccc3nc2Cc2ccc(C)cc2)cc1Cl	-24%	-3%	-7	-2%	0%	-3%[57.1 µM]	-1%	7%[57.1 µM]	11%
COc1ccc(C2C(C(C)=O)=C(C)N=c3s/c(=C\c4ccc5c(c4)OCO5)c(=O)n32)c(OC)c1 (stereo not drawn)	u	0%	-3	-7%	0%	6%[57.1 µM]	-5%	12%[57.1 µM]	-15%[11.4 µM]
CCOC(=O)c1cc2c(nc1NC(=S)Nc1ccccc1)CC(C)(C)OC2	-7%	1%	-3	0%	2%	4%	5%	-3%	14%
Cn1c(CO)c(-c2ccccc2)c2cc([N+](=O)[O-])ccc21	-8%	1%	-1	-5%	-10%	3%[57.1 µM]	4%	14%[57.1 µM]	-21%
Cc1cc(=O)oc(C)c1C(=O)N[C@@H](Cc1ccccc1)C(=O)O	3%	4%	1	-2%	1%	-6%	-2%	-1%	29%
CN=C(Nc1ccc(C(=O)OC)cc1)SC1CC(=O)N(c2ccccc2F)C1=O (stereo not drawn)	-20%	9%	-6	-6%	-4%	8%[57.1 µM]	2%	15%[57.1 µM]	-32%
O=C(Nc1ccccc1N1CCOCC1)c1cc(Br)c(Br)s1	-8%	22%	-7	-3%	-1%	8%[57.1 µM]	12%	15%[57.1 µM]	1%
CCC(C(=O)NC1CCCCC1)n1c(SCc2ccc(F)cc2)nc2ccncc21 (stereo not drawn)	14%&-16%	-8%&-5%	-9&-4	-2%&-1%	-1%&-1%	-9%	-1%&9%	-1%	7%&1%
CC[C@@]12C(=O)N(c3cccc(C)c3)C(=O)N1[C@H](c1ccc(OC)cc1)[C@@H]1C(=O)N(C(C)(C)C)C(=O)[C@@H]12	-21%	6%	-5	-2%	-1%	0%	-2%	17%	4%
Cc1nnsc1S(=O)(=O)c1ccccc1	-26%	2%	-9	-4%	-1%	1%	-2%	14%	-9%[56.9 µM]
CC1CCCCC1NC(=O)/C(C#N)=C/c1ccc(OCC(N)=O)cc1 (stereo not drawn)	-16%	5%	-3	-3%	0%	-9%	2%	-11%	7%

Filtered by structure, the compounds so far containing a COOH group (2)
SMILES	USP1 inh	mIDH1 inhibitor	LDHA inh	GRP78 ERSR act	Vif-A3G inh	TrxR1 substrate	Vif-APOBEC3F blk	rTrxR1 inhibitor	RGS4 inh
O=C(O)CC(NC(=O)CC(c1ccccc1)c1ccccc1)c1cccc([N+](=O)[O-])c1 (stereo not drawn)	-21%	-3%	-2	-6%	1%	-4%	-1%	5%	-1%
Cc1cc(=O)oc(C)c1C(=O)N[C@@H](Cc1ccccc1)C(=O)O	3%	4%	1	-2%	1%	-6%	-2%	-1%	29%

3 structures from above, ordered by molar mass, high to low:
SMILES	USP1 inh	mIDH1 inhibitor	LDHA inh	GRP78 ERSR act	Vif-A3G inh	TrxR1 substrate	Vif-APOBEC3F blk	rTrxR1 inhibitor	RGS4 inh
O=C(c1ccc([N+](=O)[O-])s1)N1CCN(c2cccc(Cl)c2)CC1	-16%	-1%	-6	-2%	-18%	-9%	5%	u	-5%
Cc1cc(=O)oc(C)c1C(=O)N[C@@H](Cc1ccccc1)C(=O)O	3%	4%	1	-2%	1%	-6%	-2%	-1%	29%
Cn1c(CO)c(-c2ccccc2)c2cc([N+](=O)[O-])ccc21	-8%	1%	-1	-5%	-10%	3%[57.1 µM]	4%	14%[57.1 µM]	-21%
